Bioassay records from PubChem.
Polio RdRp inh – inhibitors of poliovirus RNA polymerase binding and polymerization; 150,000 compounds, 0.66% hits; poliovirus polymerase elongation, fluorescence polarization; active compounds read low; P03300; % elongation, % (compound at 16.7 µg/mL); in the data active = % elongation below about 90%; note: some results filed as inactive read as strong as hits
Target sequence (P03300 1749-2209 limits assumed): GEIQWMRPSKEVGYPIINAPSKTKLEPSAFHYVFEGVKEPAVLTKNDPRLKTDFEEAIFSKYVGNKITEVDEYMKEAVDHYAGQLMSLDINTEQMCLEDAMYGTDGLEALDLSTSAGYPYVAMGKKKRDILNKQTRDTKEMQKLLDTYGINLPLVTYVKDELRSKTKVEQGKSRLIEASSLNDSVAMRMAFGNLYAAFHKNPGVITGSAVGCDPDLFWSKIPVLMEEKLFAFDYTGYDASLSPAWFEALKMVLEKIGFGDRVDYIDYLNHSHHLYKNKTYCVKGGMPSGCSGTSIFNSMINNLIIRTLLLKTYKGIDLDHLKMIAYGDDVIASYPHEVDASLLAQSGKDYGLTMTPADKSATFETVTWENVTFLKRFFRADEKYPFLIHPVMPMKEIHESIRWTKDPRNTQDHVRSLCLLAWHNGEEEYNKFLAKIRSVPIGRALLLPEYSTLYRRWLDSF
Polio RdRp inh FP z-score – recorded beside Polio RdRp inh, whose call it bears; z-score; measured here: FP z-score; hits read low
Active calls of the source: *. The list is partial (hit frequency here may not be typical).

Results for CCc1noc(C)c1C(=O)OCC(=O)Nc1sc(C)c(C)c1C(=O)OC ?
Polio RdRp inh: 108; Polio RdRp inh FP z-score: 0.7

Results for CCOC(=O)C1CCN(C(=O)Cn2ncc3c4ccccc4n(Cc4ccccc4F)c3c2=O)CC1 ?
Polio RdRp inh: 110; Polio RdRp inh FP z-score: 0.1

Results for CC(C)CC(=O)N1c2ccccc2NC2=C(C(=O)CC(C)(C)C2)C1c1cccnc1 (centres undefined) ?
Polio RdRp inh: 106; Polio RdRp inh FP z-score: 0.3

How did CN(c1cccc(NC(=O)CN(c2ccccc2)S(C)(=O)=O)c1)S(C)(=O)=O do in these assays?
Polio RdRp inh: 109; Polio RdRp inh FP z-score: 0.9

How did O=C1/C(=C/c2ccccc2)Sc2ccccc21 do in these assays?
Polio RdRp inh: 105; Polio RdRp inh FP z-score: 0.6

Results for CC1=CCC2C(=O)N(c3ccc(S(N)(=O)=O)cc3)C(=O)C2C1 (centres undefined) ?
Polio RdRp inh: 101; Polio RdRp inh FP z-score: -0.1

How did CC1C(=O)NN=C1C(=O)N/N=C\c1ccc(O)cc1O (centres undefined) do in these assays?
Polio RdRp inh: 107; Polio RdRp inh FP z-score: 1.6

Results for S=c1[nH]nc(-c2cccs2)n1C1CCc2ccccc21 (centres undefined) ?
Polio RdRp inh: 103; Polio RdRp inh FP z-score: 0.2

What do the screens show for `O=C1Nc2ccccc2S/C1=C\C(=O)N1CCC2(CC1)OCCO2`?
Polio RdRp inh: 99; Polio RdRp inh FP z-score: -0.4

Results for Cc1cn2c(=O)c(C(=O)N3CCC(CCCC4CCN(C(=O)c5cnc6sc(C)cn6c5=O)CC4)CC3)cnc2s1 ?
Polio RdRp inh: 106; Polio RdRp inh FP z-score: 1.4

Results for COc1ccc(/C=C2\C(=O)N(c3ccccc3)N=C2C)cc1 ?
Polio RdRp inh: 104; Polio RdRp inh FP z-score: 0.5

Results for CCn1c(SCCOc2ccccc2)nnc1-c1ccco1 ?
Polio RdRp inh: 100; Polio RdRp inh FP z-score: -0.6

What do the screens show for `O=C(O)COc1ccc2occ(C(=O)c3ccccc3)c2c1`?
Polio RdRp inh: 103; Polio RdRp inh FP z-score: 0.4

Results for CN=C(Nc1ccccc1OC)c1ccccc1 ?
Polio RdRp inh: 101; Polio RdRp inh FP z-score: -0.1

What do the screens show for `Nc1c2c(nn1-c1ccccc1)Oc1ccc(Cl)cc1C2`?
Polio RdRp inh: 101; Polio RdRp inh FP z-score: -0.1

What do the screens show for `Cc1ccc(NC(=O)CN(C)C(=O)c2ccccn2)cc1`?
Polio RdRp inh: 111; Polio RdRp inh FP z-score: 1

How did CCCN1C(=O)/C(=C/C=C2/Sc3ccccc3N2CCO)SC1=S do in these assays?
Polio RdRp inh: 166; Polio RdRp inh FP z-score: 5.7

Results for C/S(=N/C(=O)Nc1ccc(Cl)cc1)c1ccc(OC(=O)c2ccc(Cl)cc2)cc1 (centres undefined) ?
Polio RdRp inh: 104; Polio RdRp inh FP z-score: -0.2

What do the screens show for `CCOC(=O)c1sc(N)c(C#N)c1COC(=O)c1ccc(S(=O)(=O)NCc2ccco2)cc1`?
Polio RdRp inh: 149; Polio RdRp inh FP z-score: 6.3

What do the screens show for `COc1cc(NS(=O)(=O)c2ccc(-c3cc(C)no3)cc2)cc(OC)c1`?
Polio RdRp inh: 121; Polio RdRp inh FP z-score: 2.4

How did O=C(NC1CC1)c1sc2ccccc2c1Cl do in these assays?
Polio RdRp inh: 105; Polio RdRp inh FP z-score: 0.1

Results for NS(=O)(=O)c1ccc(C(=O)OCc2ccccc2)cc1 ?
Polio RdRp inh: 103; Polio RdRp inh FP z-score: 0.2

How did CCN(CC)S(=O)(=O)c1ccc2nc(CSc3n[nH]c(N)n3)[nH]c2c1 do in these assays?
Polio RdRp inh: 102; Polio RdRp inh FP z-score: 0.1

How did COc1cccc(-c2nnc(SCC(=O)N3CCCC(C)C3)o2)c1 (centres undefined) do in these assays?
Polio RdRp inh: 97; Polio RdRp inh FP z-score: -1.1

Results for COc1ccc(OCC(=O)NC2CC(=O)N(c3ccc4c(c3)OCCO4)C2)cc1 (centres undefined) ?
Polio RdRp inh: 105; Polio RdRp inh FP z-score: -0.4

What do the screens show for `CCOC(=O)c1c(-c2cccs2)csc1NC(=O)CN1CC(C)OC(C)C1` (centres undefined)?
Polio RdRp inh: 104; Polio RdRp inh FP z-score: 0.3

How did CC1CCN(S(=O)(=O)c2ccc3nc(-c4cccnc4)cc(C(=O)NCCCOC(C)C)c3c2)CC1 do in these assays?
Polio RdRp inh: 103; Polio RdRp inh FP z-score: -0.4

How did N#Cc1cccc(NC(=O)NCC2CCCC(CNC(=O)Nc3cccc(C#N)c3)C2)c1 (centres undefined) do in these assays?
Polio RdRp inh: 99; Polio RdRp inh FP z-score: -0.6

Results for O=C1N(Cc2ccccc2F)c2ccccc2C12OCCS2 (centres undefined) ?
Polio RdRp inh: 99; Polio RdRp inh FP z-score: -0.5

How did C=CCn1c(Cc2ccc(O)c(Cl)c2)n[nH]c1=S do in these assays?
Polio RdRp inh: 101; Polio RdRp inh FP z-score: -0.3

Entries shown so far that have an aryl thioether with sulfur outside any ring, in the order listed:
Results for CCn1c(SCCOc2ccccc2)nnc1-c1ccco1 ?
Polio RdRp inh: 100; Polio RdRp inh FP z-score: -0.6

How did CCN(CC)S(=O)(=O)c1ccc2nc(CSc3n[nH]c(N)n3)[nH]c2c1 do in these assays?
Polio RdRp inh: 102; Polio RdRp inh FP z-score: 0.1

How did COc1cccc(-c2nnc(SCC(=O)N3CCCC(C)C3)o2)c1 (centres undefined) do in these assays?
Polio RdRp inh: 97; Polio RdRp inh FP z-score: -1.1

Continuation.
What do the screens show for `COc1ccc(/C=C2\Oc3ccccc3N(CC(=O)N3CCC(C(N)=O)CC3)C2=O)cc1Br`?
Polio RdRp inh: 102; Polio RdRp inh FP z-score: 0.6

How did CC(C)CSc1n[nH]c(N)n1 do in these assays?
Polio RdRp inh: 96; Polio RdRp inh FP z-score: -1.7

Results for Cc1cccc(CCNC(=O)Cn2ncc3c(=O)oc4ccccc4c32)c1 ?
Polio RdRp inh: 108; Polio RdRp inh FP z-score: 0.2

Results for O=S(=O)(Nc1cccc(C(F)(F)F)c1)c1ccccc1 ?
Polio RdRp inh: 99; Polio RdRp inh FP z-score: -0.4

Results for O=C(Nc1cccc2cccnc12)c1cccc2ccccc12 ?
Polio RdRp inh: 107; Polio RdRp inh FP z-score: 0.5

How did CCN(CC)c1ccc(C2C(C#N)=C(N)N(c3ccccc3Cl)C3=C2C(=O)CCC3)cc1 (centres undefined) do in these assays?
Polio RdRp inh: 102; Polio RdRp inh FP z-score: 0.6

What do the screens show for `Nc1ccc(-c2nc3cccnc3s2)cc1`?
Polio RdRp inh: 100; Polio RdRp inh FP z-score: -0.4

Results for NC(=O)c1oc2ccccc2c1NC(=O)CSc1ccc(F)cc1 ?
Polio RdRp inh: 106; Polio RdRp inh FP z-score: 1.3

What do the screens show for `CNc1c(NC(=O)Nc2cc(C)cc(C)c2)c(=O)oc2ccccc12`?
Polio RdRp inh: 101; Polio RdRp inh FP z-score: 0.1

What do the screens show for `C=Cn1ccnc1P(=S)(c1nccn1C=C)C1CCCCC1`?
Polio RdRp inh: 108; Polio RdRp inh FP z-score: 0.7

Molecules from the list above that contain fluorine, in the order listed:
Results for CCOC(=O)C1CCN(C(=O)Cn2ncc3c4ccccc4n(Cc4ccccc4F)c3c2=O)CC1 ?
Polio RdRp inh: 110; Polio RdRp inh FP z-score: 0.1

Results for O=C1N(Cc2ccccc2F)c2ccccc2C12OCCS2 (centres undefined) ?
Polio RdRp inh: 99; Polio RdRp inh FP z-score: -0.5

Results for O=S(=O)(Nc1cccc(C(F)(F)F)c1)c1ccccc1 ?
Polio RdRp inh: 99; Polio RdRp inh FP z-score: -0.4

Results for NC(=O)c1oc2ccccc2c1NC(=O)CSc1ccc(F)cc1 ?
Polio RdRp inh: 106; Polio RdRp inh FP z-score: 1.3

Quoted at random: two entries already listed
Results for O=C1N(Cc2ccccc2F)c2ccccc2C12OCCS2 (centres undefined) ?
Polio RdRp inh: 99; Polio RdRp inh FP z-score: -0.5

How did CCCN1C(=O)/C(=C/C=C2/Sc3ccccc3N2CCO)SC1=S do in these assays?
Polio RdRp inh: 166; Polio RdRp inh FP z-score: 5.7

Other results:
Results for CCc1cccc2c(C3=Nn4cnnc4SC3c3ccccc3)c[nH]c12 (centres undefined) ?
Polio RdRp inh: 100; Polio RdRp inh FP z-score: -0.5

How did O=C(COc1ccc2oc(-c3ccco3)cc(=O)c2c1)NC1CCCCC1 do in these assays?
Polio RdRp inh: 99; Polio RdRp inh FP z-score: -0.9

How did CCOc1ccc2cc(-c3ccccn3)c(=N)oc2c1 do in these assays?
Polio RdRp inh: 102; Polio RdRp inh FP z-score: 0.1

Results for Cc1ccc(Nc2nc(C(=O)N3CCC(C)CC3)cs2)cc1 ?
Polio RdRp inh: 104; Polio RdRp inh FP z-score: 0.3

Results for CC(N=C1NS(=O)(=O)c2ccccc21)C(=O)O (centres undefined) ?
Polio RdRp inh: 102; Polio RdRp inh FP z-score: -0.1

What do the screens show for `O=C(Nc1ccccn1)C1c2ccccc2Oc2ccccc21`?
Polio RdRp inh: 99; Polio RdRp inh FP z-score: -0.1

Results for CCn1c(CCC(=O)Nc2cc(OC)cc(OC)c2)nc2cc(S(=O)(=O)N(C)C)ccc21 ?
Polio RdRp inh: 100; Polio RdRp inh FP z-score: -0.4

What do the screens show for `COc1ccc(-n2cc(C(=O)Nc3cc(OC)cc(OC)c3)nn2)cc1`?
Polio RdRp inh: 101; Polio RdRp inh FP z-score: -0.3

What do the screens show for `C[n+]1c(COc2ccccc2O)sc2ccccc21`?
Polio RdRp inh: 103; Polio RdRp inh FP z-score: 0

Results for CCN(Cc1ccccc1)S(=O)(=O)c1ccc(F)c(C(=O)Nc2ccc(C(C)C)cc2)c1 ?
Polio RdRp inh: 102; Polio RdRp inh FP z-score: -1.2

What do the screens show for `Cc1ccc(CN2CCN(C3CCN(C(=O)c4ccccc4)CC3)C(=O)C2=O)cc1`?
Polio RdRp inh: 109; Polio RdRp inh FP z-score: 0.4

What do the screens show for `COc1cc(NC(=O)C(Cc2ccccc2)NS(=O)(=O)c2cccc3nsnc23)cc(OC)c1` (centres undefined)?
Polio RdRp inh: 107; Polio RdRp inh FP z-score: 0.5

How did COc1ccc(-c2nonc2NC(=O)C(C)C)cc1 do in these assays?
Polio RdRp inh: 102; Polio RdRp inh FP z-score: 0.2

Results for CC(=O)OC[C@H]1O[C@@H](n2ccc(=O)[nH]c2=S)C(OC(C)=O)C1OC(C)=O (some centres undefined) ?
Polio RdRp inh: 101; Polio RdRp inh FP z-score: -0.3

Results for C=CCN(CC=C)C(=O)CSc1nc(-c2ccccc2)cn1N ?
Polio RdRp inh: 101; Polio RdRp inh FP z-score: 0

How did N#CCCn1c(=O)[nH]c(=O)n(CCC#N)c1=O do in these assays?
Polio RdRp inh: 102; Polio RdRp inh FP z-score: 0

What do the screens show for `CCCn1c(SCC(=O)N2c3ccccc3Sc3ccccc32)nc2ccccc21`?
Polio RdRp inh: 104; Polio RdRp inh FP z-score: 0.5

How did COc1cc(NC(=O)CN2CCN(C3c4ccccc4-c4ccccc43)CC2)cc(OC)c1 do in these assays?
Polio RdRp inh: 100; Polio RdRp inh FP z-score: 0

Results for O=C(O)C1C2CC3CC(C2)CC1C3 (centres undefined) ?
Polio RdRp inh: 102; Polio RdRp inh FP z-score: 0.2

How did COc1ccc(-c2csc(-c3c(C)noc3N(C(C)=O)C(C)=O)n2)cc1 do in these assays?
Polio RdRp inh: 100; Polio RdRp inh FP z-score: -1

What do the screens show for `COc1ccc(N2CCN(/C(=N/S(=O)(=O)c3ccccc3)Nc3nc(C)cc(C)n3)CC2)cc1`?
Polio RdRp inh: 98; Polio RdRp inh FP z-score: -1.2

How did CC1=C(C(=O)OC(C)C)C(c2ccccc2)NC(=O)N1C (centres undefined) do in these assays?
Polio RdRp inh: 100; Polio RdRp inh FP z-score: -0.4

What do the screens show for `O=C(NC1CCN(C(=O)c2c(Cl)cccc2Cl)CC1)C1CCCCC1`?
Polio RdRp inh: 106; Polio RdRp inh FP z-score: 0.4

Results for N#CC1(Nc2ccccc2Cl)C(=O)Nc2ccccc21 (centres undefined) ?
Polio RdRp inh: 102; Polio RdRp inh FP z-score: 0.2

Results for CCN1CCN(CCCNC(=O)Cn2c(-c3cccs3)cc3cc(F)ccc32)CC1 ?
Polio RdRp inh: 104; Polio RdRp inh FP z-score: -0.9

How did O=C(c1cc2ccccc2o1)N(c1ccccn1)c1ccccn1 do in these assays?
Polio RdRp inh: 105; Polio RdRp inh FP z-score: 0.5

How did CC(=O)N=C1SC2CS(=O)(=O)CC2N1Cc1ccccc1Cl (centres undefined) do in these assays?
Polio RdRp inh: 103; Polio RdRp inh FP z-score: 0.2

Results for NC(=O)c1ccc2[nH]c3c(c2c1)CCCC3 ?
Polio RdRp inh: 103; Polio RdRp inh FP z-score: 0

What do the screens show for `CCN1CCSc2ccc(C(=O)NCc3ccc(OC)cc3)cc21`?
Polio RdRp inh: 110; Polio RdRp inh FP z-score: 1.6

How did CC(=O)Nc1ccc(NC(=O)c2ccc(-c3cccc(C(F)(F)F)c3)o2)cc1 do in these assays?
Polio RdRp inh: 100; Polio RdRp inh FP z-score: -0.6

How did COc1ccc(CN2CNc3c(c(C)nn3-c3ccccc3)C2)cc1 do in these assays?
Polio RdRp inh: 100; Polio RdRp inh FP z-score: -1

How did Cc1cc(C)nc(Nc2n[nH]c(C)n2)n1 do in these assays?
Polio RdRp inh: 99; Polio RdRp inh FP z-score: -0.7

How did COCCn1cc(C(=O)NCCCN2CCC(C)CC2)c2c3ccccc3n(C)c2c1=O do in these assays?
Polio RdRp inh: 102; Polio RdRp inh FP z-score: 0.2

Three entries already listed, sorted by count of non-hydrogen atoms, ascending:
What do the screens show for `CCN1CCSc2ccc(C(=O)NCc3ccc(OC)cc3)cc21`?
Polio RdRp inh: 110; Polio RdRp inh FP z-score: 1.6

Results for CCN1CCN(CCCNC(=O)Cn2c(-c3cccs3)cc3cc(F)ccc32)CC1 ?
Polio RdRp inh: 104; Polio RdRp inh FP z-score: -0.9

What do the screens show for `COc1ccc(N2CCN(/C(=N/S(=O)(=O)c3ccccc3)Nc3nc(C)cc(C)n3)CC2)cc1`?
Polio RdRp inh: 98; Polio RdRp inh FP z-score: -1.2
